M1 antag – human M1 muscarinic receptor antagonists, primary screen, CHO-K1 cells, Fluo-8 calcium fluorescence, 1536-well | Muscarinic acetylcholine receptor M1 (Homo sapiens), P11229 | CHO-K1 hM1, ACh EC80 antagonist | inhibition, % at 3 µM | 360,000 tested, 1.3% active | AID 588852, 2011;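 active = percent inhibition above its own plate's cutoff, namely the mean of that plate's compound wells plus 3 SD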;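 note: peak over basal fluorescence ratio during 140 s after agonist addition; 0% = ACh EC80 plus DMSO and 100% = DMSO alone without agonist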
CHRM1 agonist – human M1 muscarinic receptor agonists, primary screen, Fluo-8 calcium fluorescence, CHO-K1 cells, HTS | activation, % at 3 µM | 360,000 tested, 0.33% active | CHO-K1 hM1, agonist mode; 0% DMSO, 100% acetylcholine EC100 | Muscarinic acetylcholine receptor M1 (Homo sapiens), P11229 | AID 588814, 2011;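 active = activation above the run's mean compound activation plus 3 SD, cut at about 16% in these data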;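 note: peak over basal fluorescence ratio within a 140 s kinetic read after compound addition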
TAAR1 agonist – human TAAR1 agonists, primary screen, Fluo-8 calcium fluorescence, CHO RD-HGA16 cells; Trace amine-associated receptor 1 (Homo sapiens), Q96RJ0; vehicle wells 0%, saturating PEA agonist 100%; activation, % at 3 µM; 360,000 tested, 0.99% active;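 active = activation above the mean activation of all test compounds in the run plus 3 SD, cut at about 38% in these data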
Target sequence (Q96RJ0 whole entry, looked up): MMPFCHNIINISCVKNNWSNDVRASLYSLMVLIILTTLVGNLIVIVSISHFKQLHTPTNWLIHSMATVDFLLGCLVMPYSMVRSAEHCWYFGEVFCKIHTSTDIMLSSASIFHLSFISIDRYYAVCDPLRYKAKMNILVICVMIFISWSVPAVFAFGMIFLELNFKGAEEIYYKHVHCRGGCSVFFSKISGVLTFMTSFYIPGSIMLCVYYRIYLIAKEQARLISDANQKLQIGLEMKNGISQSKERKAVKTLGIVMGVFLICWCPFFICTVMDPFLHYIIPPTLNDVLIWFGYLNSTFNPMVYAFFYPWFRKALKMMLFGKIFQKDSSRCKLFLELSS
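System: CHO RD-HGA16 cells carrying human TAAR1 plus Gα16; Incubation: 17-24 h seeding, 75 min 37 °C dye, 30 min RT; Measured by: Fluo-8 fluorescence, 5 s baseline then 140 s kinetic read; Control set: DMSO and PEA EC100; Replication: single well for each compound.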
M1 PAM – human M1 muscarinic receptor positive allosteric modulators, primary screen, CHO-K1 cells, Fluo-8 calcium fluorescence, 1536-well; CHO-K1 hM1, ACh EC20; 0% = ACh EC20, 100% = maximal ACh; activation, % at 3 µM; 360,000 tested, 0.088% active; in the data active = activation above about 19%, passing the limit was not always enough
TAAR1 antagonist – human TAAR1 antagonists, primary screen, Fluo-8 calcium fluorescence, CHO RD-HGA16 cells; Trace amine-associated receptor 1 (Homo sapiens), Q96RJ0; 360,000 tested, 1.5% active; inhibition, % at 3 µM; AID 624466, 2012; antagonist;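 active = inhibition above a per-plate cutoff, the mean inhibition of test compounds on that plate plus 3 SD, cut at about 49% in these data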;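 note: 0% = DMSO plus EC80 beta-PEA response and 100% = DMSO alone without agonist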
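System: RD-HGA16 CHO cells with stable hTAAR1 and Gα16 | Probe or stimulus: EC80 β-phenethylamine stimulus | Dosing: 3 µM, single point | Times: Dye loading 75 min at 37 °C, then 30 min room temperature | Measured by: Fluo-8 calcium-sensitive fluorescence | Read-out basis: % inhibition of agonist calcium response | Replicates: n of 1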
OXTR ag – human OXTR agonists, primary screen, fluorescence, CHO-OTR cells, Fluo-8 calcium; 320,000 tested, 0.32% active; Fluo-8 calcium fluorescence; normalized: DMSO 0%, oxytocin 100%; activation, % at 3 µM; Oxytocin receptor (Homo sapiens), P30559;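 active = activation above the mean of all tested compounds plus 3 SD, cutoff set per screening run, cut at about 20% in these data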;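 note: peak over basal fluorescence ratio from a 100 s FLIPR kinetic read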
V1R ag counter – agonists of human V1a receptor, primary screen, counter-screen for OXTR agonist project, fluorescence, CHO-V1R cells; Vasopressin V1a receptor (Homo sapiens), P37288; 320,000 tested, 0.25% active; Fluo-8 calcium fluorescence, agonist mode; 0% DMSO, 100% 3 nM vasopressin; AID 2797, 2010; activation, % at 3 µM;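 active = activation above the mean activation of all tested compounds plus 3 SD, per screening run, cut at about 20% in these data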;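 note: signal is peak over basal fluorescence ratio across a 100 second FLIPR read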
Target sequence (P37288 whole entry, looked up): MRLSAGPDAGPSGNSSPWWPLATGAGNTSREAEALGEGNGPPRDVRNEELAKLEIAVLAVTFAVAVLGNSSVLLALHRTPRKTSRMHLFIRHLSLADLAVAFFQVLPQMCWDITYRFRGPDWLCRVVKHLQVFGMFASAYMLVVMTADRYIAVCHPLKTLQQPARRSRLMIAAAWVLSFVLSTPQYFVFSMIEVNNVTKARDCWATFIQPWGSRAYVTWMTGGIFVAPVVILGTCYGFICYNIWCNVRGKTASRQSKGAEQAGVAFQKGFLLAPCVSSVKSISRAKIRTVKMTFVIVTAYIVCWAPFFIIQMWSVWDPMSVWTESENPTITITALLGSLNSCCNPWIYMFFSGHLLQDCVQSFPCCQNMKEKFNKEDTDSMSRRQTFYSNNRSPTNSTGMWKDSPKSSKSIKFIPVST
OXTR potentiate – human OXTR potentiators, primary screen, fluorescence, CHO-OTR cells, Fluo-8 calcium. 320,000 tested, 0.061% active. activation, % at 3 µM. AID 2445, 2010. Fluo-8 calcium fluorescence, potentiator mode; 0% = oxytocin EC15, 100% = EC100;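 active = activation above that plate's cutoff, the mean activation of tested compounds plus 3 SD, cut at about 6.6% in these data, passing the limit was not always enough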;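 note: 100% uses oxytocin at 75 nM as the full agonist control; some results filed as inactive read as strong as hits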
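Assay system: CHO-OTR cells, human receptor / Also added: oxytocin at about EC15, sub-maximal agonist stimulus / Dosing: single dose, 3.0 µM nominal final compound concentration / Incubation: 6 min pre-incubation, 100 s read / Technique: Fluo-8 calcium dye fluorescence / Read-out: % activation vs EC15 and EC100 oxytocin / Benchmarks: EC15 oxytocin low, 75 nM oxytocin high / Replicates: singlicate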
CHO parental Ca – ATP-evoked calcium signal inhibitors, parental CHO, primary screen, counter-screen for OX1R antagonist project, cell-based, fluorescence, Fluo-8 calcium dye | parental CHO-K1, ATP-induced calcium, Fluo-8 fluorescence | 330,000 tested, 0.63% active | inhibition, % at 5.6 µM;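 active = inhibition above that plate's mean sample inhibition plus 3 SD, cut at about 26% in these data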;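 note: 0% = ATP-challenged DMSO wells and 100% = DMSO wells without ATP; some compounds past the cut are filed as inactive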
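Material: parental CHO cells / Compound: single nominal dose of 5.6 µM per compound / Signal: Fluo-8 fluorescence / Replicates: singlicate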
Numbers without * were called inactive; . = no result given.

SMILES | M1 antag | CHRM1 agonist | TAAR1 agonist | M1 PAM | TAAR1 antagonist | OXTR ag | V1R ag counter | OXTR potentiate | CHO parental Ca
CC1CCCN(C(=O)C2CCCN(S(=O)(=O)c3cccc4nsnc34)C2)C1 (configuration not stated) | 4 | -5 | 9 | -3 | -7 | 0.9 | 1.1 | 7 | -11
Cc1ccc(-n2c(C)nnc2SCC(=O)N(C)c2c(N)n(Cc3ccccc3)c(=O)[nH]c2=O)cc1 | -8 | -4 | 1 | 10 | -11 | -0.8 | 1.1 | -3 | -13
COc1ccc(C)cc1S(=O)(=O)N(C)CC(=O)N1CCC(C(N)=O)CC1 | -7 | -4 | 7 | 10 | 8 | 1.0 | -0.5 | -1 | -2
COc1ccccc1-c1c(-c2ccc(OCC(=O)NN)cc2O)n[nH]c1C(F)(F)F | 8 | -3 | 7 | -1 | -20 | -0.3 | 0.4 | -1 | -24
CC(=O)Nc1ccc(S(=O)(=O)N2CCc3cc4c(cc3C2)OCCCO4)cc1 | 15 | -2 | 0 | -10 | -52 | 6.2 | 3.4 | -21 | 21
C=CCSc1nc2c(cnn2-c2ccc(C)c(C)c2)c(=O)[nH]1 | -1 | -3 | -2 | 8 | -33 | -0.7 | 0.8 | -1 | -3
CC(OC(=O)CCC1CCCCC1)C(=O)Nc1ccc(S(N)(=O)=O)cc1 (configuration not stated) | 0 | 9 | 34 | 13 | 19 | 13 | 5.3 | -15 | -2
Cc1ccc(F)c(NC(=S)Nc2cccc3ccccc23)c1 | 6 | 3 | -1 | 10 | -8 | -1.6 | -0.8 | -13 | 3
Nc1nccc(-c2cccs2)n1 | -13 | -4 | 0 | 6 | -29 | 0.7 | 1.0 | 0 | 8
Cc1cc(=O)[nH]c(SCC(=O)c2ccc(C(C)C)cc2)n1 | 1 | -2 | 4 | -4 | 7 | 5.2 | 5.8 | -15 | -9
Cc1ccc(CC(=O)N2CCN(c3cccc(C(F)(F)F)c3)CC2)cc1 | 32* | 2 | 13 | -10 | 5 | -0.6 | 2.4 | -6 | -1
CCCSc1nnc(-c2c[nH]c3ccccc23)n1C | -9 | -2 | 0 | 0 | -4 | -0.1 | 1.9 | -4 | -5
O=C(NN1C(=O)C2C3C=CC(C4CC34)C2C1=O)c1ccc(Cl)cc1Cl (configuration not stated) | -16 | -1 | 12 | 13 | -1 | 0.1 | -0.1 | -2 | -9
CC1=C(C(=O)N(C)C)CC(CC(=O)NCc2cccs2)C(=O)N1Cc1ccc(F)cc1 (configuration not stated) | -5 | -9 | -1 | 4 | -11 | . | . | . | .
C=CCSc1nc2sc(C)c(C)c2c(=O)n1N | -8 | -5 | 9 | 3 | -4 | 1.4 | 3.7 | -6 | -10
O=C(CN1CCN(c2ccccc2O)CC1)NC(=O)NCc1ccco1 | 3 | 2 | 4 | 0 | 2 | -0.5 | -0.3 | -1 | -8
COc1cc(C(O)CO)ccc1O (configuration not stated) | -22 | -2 | 1 | 5 | -13 | -0.4 | 0.8 | -4 | -2
CC(=O)OCC(=O)C1CCC2C3CCC4=CC(=O)C=CC4(C)C3CCC12C (configuration not stated) | -20 | -5 | 0 | 4 | -11 | . | . | . | .
COc1ccc(NC2CCCN(C(=O)c3ccc(C(C)=O)s3)C2)cc1 (configuration not stated) | -3 | 5 | 0 | 15 | -17 | -0.3 | 1.2 | -2 | -20
Cc1cccc(NC(=S)N(Cc2cccs2)Cc2cc3cc(C)ccc3[nH]c2=O)c1 | 0 | -9 | 3 | 6 | 2 | -1.4 | 0.0 | -7 | -13
COc1ccc(/C=N/N2C(=O)CSC2=S)cc1Br | 3 | 8 | 7 | -3 | 25 | 5.7 | 5.4 | -15 | -3
CCOC(=O)C1=NNC(C(=O)c2ccc(C)cc2)C1c1ccc(OC)cc1 (configuration not stated) | -12 | -4 | 3 | 5 | 6 | -1.9 | -0.5 | -5 | -7
CCN(CC(=O)NCc1ccc(F)cc1)CC(=O)NC1CCCC1 | -13 | -1 | 2 | 9 | 14 | 0.2 | 0.5 | 2 | -3
O=C(O)c1cc2nc(-c3ccc(F)cc3)cc(C(F)(F)F)n2n1 | -13 | -1 | 12 | 2 | 2 | 1.0 | 0.5 | -1 | -8
Cc1[nH][nH]c(=O)c1C(c1ccc(-c2ccc(C(=O)O)cc2)o1)c1c(C)[nH][nH]c1=O | -6 | -7 | 7 | 10 | 5 | . | . | . | .
CCOc1cc(S(=O)(=O)N2CCCC2)c(C)cc1C | -2 | -7 | 1 | 5 | 13 | -2.5 | -1.6 | -3 | -22
CCC(c1c(C)n(C)n(-c2ccccc2)c1=O)c1c(C)n(C)n(-c2ccccc2)c1=O | -13 | -3 | 13 | 9 | -16 | 0.3 | 0.7 | -8 | -22
C[C@H](CO)N1C[C@H](C)[C@H](CN(C)S(=O)(=O)c2ccc(Cl)cc2)OCc2ccccc2-c2c(n(C)c3ccccc23)C1=O | -3 | -1 | 7 | 11 | -41 | . | . | . | .
COc1ccccc1S(=O)(=O)NCc1ccc(C(=O)NC2CCC(O)CC2)cc1 (configuration not stated) | -16 | 4 | 3 | 14 | -5 | 0.9 | 0.6 | -6 | -6
Cc1ccc(S(=O)(=O)N(C)C)cc1NC(=O)COC(=O)/C=C/c1cccs1 | -2 | -2 | 1 | -2 | -10 | 1.5 | 3.0 | -2 | -17
Cc1ccc(Nc2nc(-c3cccnc3)nc3ccccc23)cc1 | 16 | -5 | -1 | -9 | 56* | -2.6 | -1.8 | -11 | -32
CN1CCN(S(=O)(=O)c2cccc(C(=O)Nc3cccc([N+](=O)[O-])c3)c2)CC1 | 2 | -3 | 0 | -2 | -28 | -0.6 | -2.1 | -5 | -17
COC(=O)COc1cccc(NC(=O)c2ccccc2)c1 | -7 | -3 | 7 | 4 | 0 | -0.2 | 0.0 | -3 | -17
CCC(C)(C)n1nnnc1C(c1ccncc1)N1CCC(C)CC1 (configuration not stated) | -2 | -5 | 12 | 2 | 9 | -0.8 | -0.6 | 5 | 2
COc1ccc(OC)c(NC(=O)CSc2nnc(-c3ccncc3)s2)c1 | -12 | -1 | 6 | 7 | -26 | 1.0 | 2.8 | -8 | -8
CCC(C)c1ccc(OCCN2CCCC2)cc1 (configuration not stated) | -3 | -6 | 9 | -12 | -13 | 0.1 | 0.9 | -9 | -8
COc1ccccc1OCCSc1ncnc2nc[nH]c12 | -19 | 8 | 5 | 12 | 6 | 2.4 | 3.0 | -6 | -10
O=C1COc2ccc(C(=O)C[n+]3cccc(O)c3)cc2N1 | -30 | 2 | 1 | 14 | -16 | 0.8 | 0.9 | 2 | 6
NC(=NCc1ccccc1)NN=Cc1ccnc2ccccc12 | -4 | -9 | 36 | -3 | 7 | . | . | . | .
Cc1[nH]c2ccccc2c1CC#N | -15 | -2 | 15 | 10 | -13 | 2.2 | -0.5 | 1 | -8
Cc1nnc(SCC(=O)NCc2ccc3c(c2)OCO3)s1 | -6 | -4 | 11 | 4 | 17 | 0.4 | -0.2 | -5 | 11
CN1CCN(c2ccc(Cl)cc2NC(=O)C2COc3ccccc3O2)CC1 (configuration not stated) | 0 | -4 | 11 | -2 | 8 | 2.2 | 0.3 | -9 | -16
O=C(CN1CCN(c2ccc(Cl)cc2)CC1)c1ccc2c(c1)OCO2 | 11 | -3 | 11 | -8 | 5 | 6.7 | 4.1 | -16 | 2
S=C(Nc1ccccc1)Nc1cccc(Cl)c1Cl | -8 | -1 | 2 | 6 | 2 | 0.7 | -0.3 | -10 | 5
COc1ccc(OCC(=O)N2CCN(S(=O)(=O)c3ccc4c(c3)OCCO4)CC2)cc1 | -12 | -5 | 3 | 9 | -11 | . | . | . | .
CCOc1ccc(N2C(=O)C3C(C2=O)C3(c2ccccc2)c2ccccc2)cc1 (configuration not stated) | 4 | -7 | -1 | -5 | -1 | -2.2 | 0.9 | -11 | -48
O=c1ccc(C(F)(F)F)cn1Cc1cc(=O)n2ccsc2n1 | -6 | -5 | 3 | 4 | -17 | -1.0 | -0.9 | 1 | -6
Cc1cc(-c2n[nH]c(=S)n2/N=C/c2ccccc2[N+](=O)[O-])n[nH]1 | -6 | -5 | 1 | 12 | -13 | -0.7 | -0.5 | 5 | 6
O=C(CCc1ccc(S(=O)(=O)N2CCOCC2)cc1)OCc1nc2ccccc2s1 | -14 | -2 | 11 | 2 | -15 | 5.2 | 5.4 | -6 | -16
COC(=O)c1ccc(/C=N/Nc2nc(-c3ccc(C)cc3)cs2)cc1 | -4 | -5 | . | 10 | . | -0.4 | 0.3 | -4 | -6
O=C(c1cnn2c(C(F)F)cc(C3CC3)nc12)N1CCc2ccccc2C1 | -4 | 10 | 25 | 7 | 37 | -1.5 | 0.1 | -12 | -27
Fc1ccccc1/C=C1\CCCC2=C1NC(=S)NC2c1ccccc1F (configuration not stated) | 16 | -11 | 0 | -9 | -2 | 0.3 | 0.2 | 4 | -24
COc1ccc(S(=O)(=O)NCCSCc2cccc(C)c2)cc1Br | 1 | -5 | 0 | -3 | 14 | 0.8 | 0.9 | -9 | -12
COc1ccc(NC(=O)CSc2nc(NS(=O)(=O)c3ccccc3)cc(=O)[nH]2)cc1 | -6 | 0 | 5 | 10 | 5 | -1.2 | 0.1 | -5 | 1
CCN1CCN(c2ccc(S(=O)(=O)N3CCCCC3)cc2NC(=O)COc2cc(C)ccc2Cl)CC1 | -9 | -3 | . | 1 | . | 4.5 | 0.8 | -8 | -14

Some entries already given, showing only TAAR1 antagonist and M1 PAM:
molecule | TAAR1 antagonist | M1 PAM
COc1ccccc1S(=O)(=O)NCc1ccc(C(=O)NC2CCC(O)CC2)cc1 (configuration not stated) | -5 | 14
Cc1ccc(S(=O)(=O)N(C)C)cc1NC(=O)COC(=O)/C=C/c1cccs1 | -10 | -2
Cc1ccc(Nc2nc(-c3cccnc3)nc3ccccc23)cc1 | 56* | -9

Screens as filed in PubChem.
